MBD2 DNA inh: inhibitors of MBD2 binding to methylated DNA, primary screen, biochemical, TR-FRET, DNA-binding domain, human; AID 686964, 2013; MBD2 binding to methylated oligonucleotide; actives 0.31% (n = 370,000); inhibition, % at 4.4 µM; in the data active means inhibition above about 13%
TDP2 absorb: human TDP2 enzyme inhibitors, primary screen, biochemical, epi absorbance, recombinant enzyme; actives 0.34% (n = 370,000); inhibition, % at 12.8 µM; Tyrosyl-DNA phosphodiesterase 2 (Homo sapiens), O95551; AID 720702, 2013; T5PNP hydrolysis, p-nitrophenol absorbance 415 nm;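 active means inhibition above the mean of all tested compounds plus 3 SD, set per campaign, cut at about 25% in these data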;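 further: 0% = DMSO with enzyme and 100% = buffer with substrate but no TDP2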
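Test system: human TDP2 enzyme; Input: 120 nM TDP2 per well; Buffer or medium: Mg2+-containing Tris-HCl buffer, pH 7.5; Reagent: 5 mM T5PNP; Dosing: 12.8 µM single point, 1% DMSO; Incubation: reaction 2 h, 37 °C; Detection: p-Nitrophenol epi absorbance; Read-out: % inhibition relative to enzyme-containing and enzyme-free wells; Replicates: single well per compound.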
SIAE inh: human SIAE inhibitors, primary screen, biochemical, fluorescence polarization, FP-Rh probe, 1536-well HTS; actives 0.69% (n = 370,000); Sialate O-acetylesterase (Homo sapiens), Q9HAT2; AID 1053197, 2014; inhibition, % at 9.66 µM; SIAE FP-Rh probe binding;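 active means inhibition above a cutoff: mean of compounds within the control limits plus 3 SD of those, cut at about 17% in these data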;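 further: 0% = plate median of compound wells and 100% = probe without SIAE protein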
Target sequence (Q9HAT2 whole entry, looked up): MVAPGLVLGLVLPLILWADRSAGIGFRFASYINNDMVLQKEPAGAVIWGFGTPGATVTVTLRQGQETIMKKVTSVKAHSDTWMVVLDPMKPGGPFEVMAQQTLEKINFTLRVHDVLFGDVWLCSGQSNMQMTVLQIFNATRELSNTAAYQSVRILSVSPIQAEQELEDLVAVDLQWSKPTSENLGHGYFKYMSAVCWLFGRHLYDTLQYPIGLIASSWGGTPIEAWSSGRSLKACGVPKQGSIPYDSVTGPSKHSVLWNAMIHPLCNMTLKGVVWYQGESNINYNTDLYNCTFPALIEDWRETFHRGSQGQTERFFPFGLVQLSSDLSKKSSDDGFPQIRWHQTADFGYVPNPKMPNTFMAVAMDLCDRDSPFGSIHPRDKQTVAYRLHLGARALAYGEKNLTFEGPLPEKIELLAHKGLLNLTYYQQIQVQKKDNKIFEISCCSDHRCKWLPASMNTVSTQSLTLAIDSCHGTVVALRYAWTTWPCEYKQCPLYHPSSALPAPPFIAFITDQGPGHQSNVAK
ABHD4 inh: ABHD4 inhibitors, primary screen, biochemical, fluorescence polarization, mouse. (Lyso)-N-acylphosphatidylethanolamine lipase (Mus musculus), Q8VD66. purified mABHD4, FP-Rh probe fluorescence polarization. actives 0.54% (n = 370,000). inhibition, % at 8.92 µM;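 active means inhibition exceeding the mean over every tested compound plus 3 SD, cut at about 30% in these data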;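 further: 0% = plate median of compound wells and 100% = S159A mutant with DMSO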
Target sequence (Q8VD66 whole entry, looked up): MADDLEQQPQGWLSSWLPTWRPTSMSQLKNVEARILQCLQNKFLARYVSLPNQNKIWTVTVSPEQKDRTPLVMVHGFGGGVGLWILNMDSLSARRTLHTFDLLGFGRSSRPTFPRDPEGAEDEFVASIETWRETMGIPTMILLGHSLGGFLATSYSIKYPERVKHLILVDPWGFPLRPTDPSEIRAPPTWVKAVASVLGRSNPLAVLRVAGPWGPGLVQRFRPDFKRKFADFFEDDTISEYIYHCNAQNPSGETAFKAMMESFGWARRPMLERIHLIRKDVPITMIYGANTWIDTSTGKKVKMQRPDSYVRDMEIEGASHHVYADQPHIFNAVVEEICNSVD
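system = mouse ABHD4 enzyme, wild type | medium = HEPES pH 7.0, NaCl, Pluronic buffer | also added = FP-Rh probe | incubation = Enzyme–compound pre-incubation 45 min, then probe 60 min, both 25 °C | technique = fluorescence polarization, excitation 525 nm, emission 598 nm, BODIPY TMR filters | controls = S159A mutant high control, sample median low control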
LEDGF integ inh: blockers of LEDGF/p75-dependent integrase strand transfer – biochemical, TR-FRET, high throughput, primary screen; TR-FRET IN-LEDGF/p75 DNA integration, Eu/Cy5; AID 743269, 2014; actives 0.64% (n = 370,000); inhibition, % at 3.7 µM;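 active means inhibition above the screen-wide mean plus 3 SD, cut at about 13% in these data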;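 further: signal is the Cy5 over europium emission ratio at 671 and 618 nm; 0% = plate median of compound wells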
HTRA1 inhibitor: HTRA1 serine protease inhibitors, primary screen, biochemical, fluorescence polarization, HTS; AID 504803, 2011; actives 0.5% (n = 340,000); Q92743; inhibition, % at 5.96 µM; recombinant HTRA1, FP-rhodamine activity-based probe; in the data active means inhibition above about 36%;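 further: 0% = enzyme with DMSO and 100% = wells lacking enzyme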
TCR-CD3 inh: inhibitors of human TCR-CD3 interaction, primary screen, biochemical, fluorescence, TAMRA-labeled TCR probe. inhibition, % at 9.4 µM. T-cell receptor (TCR). actives 0.37% (n = 360,000); in the data active means inhibition above about 19%;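 further: recombinant mutant TCR 2C K166C tagged with TAMRA read by polarization; 0% = receptor in buffer alone and 100% = receptor with positive control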
GC-B act: human GC-B receptor activators, primary screen, HEK293 GC-B cells, cGMP TR-FRET, EC30 CNP. activation, % at 10 µM. Atrial natriuretic peptide receptor 2 (Homo sapiens), P20594. 0% at EC30 CNP, 100% saturating CNP. actives 0.11% (n = 370,000);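 active means activation at 10 µM reaching about 35% in either raw or pattern-adjusted values, limit read from the data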
rCAG binder: binders of r(CAG) RNA repeats, primary screen, biochemical, fluorescence; AID 651821, 2012; actives 1.3% (n = 370,000); r(CAG) RNA repeat, TO-PRO-1 dye displacement fluorescence; inhibition, % at 3 µM;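 active means inhibition above the plate cutoff, the mean of all test compounds on that plate plus 3 SD, cut at about 35% in these data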;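 further: 0% = DMSO alone and 100% = 100 µM mitoxantrone as full dye displacement; higher means more dye released from RNA so lower well fluorescence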
PRMT1 inh: PRMT1 methyltransferase inhibitors, primary screen, biochemical, fluorescence polarization. Protein arginine N-methyltransferase 1 (Homo sapiens), Q99873. recombinant PRMT1, activity-based probe fluorescence polarization. inhibition, % at 2.79 µM. actives 1.3% (n = 370,000);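 active means inhibition above about 21% made by adding two undisclosed values, limit read from the data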
* marks the source's active call; other numbers are inactive results; x = no result given. These rows are one share of the data. The share of hits here may be higher or lower than overall.

The line under a structure holds: MBD2 DNA inh	TDP2 absorb	SIAE inh	ABHD4 inh	LEDGF integ inh	HTRA1 inhibitor	TCR-CD3 inh	GC-B act	rCAG binder	PRMT1 inh
Clc1nc(NCc2cccnc2)nc(N2CCOCC2)n1
→ -5	1	-1	-1	0	2	-3	-2	5	-1
Cc1nonc1CN(C)C(=O)CC1C(=O)NCCN1Cc1ccccc1C(F)(F)F (stereo not given)
→ 2	11	2	-1	-2	4	6	1	-4	-1
COc1ccc(OCC(=O)O/N=C(\N)Cc2ccc(Cl)cc2)cc1
→ 2	-8	1	-8	1	-9	3	-2	0	0
CCCC(C(=O)NC1CCCC1)N(CC1CCCO1)C(=O)CNS(=O)(=O)c1ccc(F)cc1 (stereo not given)
→ 1	-3	-5	4	2	0	0	-1	-7	-2
Cc1cc(Cl)ccc1Oc1ncnc2onc(C)c12
→ 2	-7	-2	5	0	8	7	5	-5	0
Cc1cc(C)cc(N2C(=O)C3NN=C(C(=O)OCc4ccccc4)C3C2=O)c1 (stereo not given)
→ -3	-10	-5	-10	2	-4	-1	0	3	4
NC(=O)c1ccsc1NC(=O)CSc1n[nH]c(N)n1
→ -4	10	-1	4	3	x	7	5	5	-2
O=C1OC(Nc2nccs2)c2ccccc21 (stereo not given)
→ 2	5	7	11	2	3	-1	3	-2	1
Cc1cc(C)n(CC(=O)NC2CCCCC2C)c(=O)c1C#N (stereo not given)
→ 5	-13	0	2	-8	-4	0	6	0	1
COc1ccccc1COC(=O)c1ccc(S(=O)(=O)N2CCOCC2)cc1
→ 1	1	4	-7	2	4	7	4	1	0
CC(C)C(=O)Nc1cccc(C(=O)OCC(=O)c2ccc(Cl)cc2Cl)c1
→ -2	4	-3	-2	1	3	1	-5	0	-1
COc1ccc(S(=O)(=O)NC(CC(=O)NCCc2ccc(OC)c(OC)c2)C(C)C)cc1 (stereo not given)
→ 4	15	-2	2	1	0	8	-1	-8	5
COc1ccc(NC(=O)C(NC(=O)OC(C)(C)C)C(C)OCc2ccccc2)cc1 (stereo not given)
→ -1	-11	-4	5	1	-2	4	-3	-7	3
CCN(CC(=O)NCc1ccc(Cl)cc1)C(=O)/C=C/c1ccccc1
→ 8	5	-3	5	-1	8	-3	6	-3	6
CCOc1ccc(CCNC(=O)C2CCCN2C(=O)OCc2ccccc2)cc1OCC (stereo not given)
→ -1	-3	-2	3	-3	1	-8	5	-9	3
CC(C)OCCCNC(=O)c1c(N)n(/N=C/c2cccs2)c2nc3ccccc3nc12
→ -8	-9	-1	-1	0	-2	-8	6	2	0
CC(C)Cn1c(=O)n(C)c(=O)c2[nH]cnc21
→ 0	-3	-3	-5	-3	4	7	12	1	-2
CCOC(=O)/C(C#N)=C/c1cn(CCC(=O)O)nc1-c1cccc(Br)c1
→ -4	5	3	-8	4	5	-2	-3	11	-4
N#Cc1cnn(-c2ncnc3sc4c(c23)CCCC4)c1N
→ 6	-2	5	-1	1	-2	0	6	-3	0
Cc1cccc(-n2ncc3c(Nc4ccc(F)cc4)ncnc32)c1
→ 0	5	-1	-6	5	-60	-4	-4	4	0
CN(CC(=O)Nc1ccc(F)cc1)C(=O)CCc1ccccc1
→ -2	4	-3	4	-1	6	-7	1	0	1
O=C(c1ccc(-c2nnc(Nc3ccccc3)c3ccccc23)cc1)N1C[C@H]2C[C@H](C1)c1cccc(=O)n1C2
→ 3	7	-5	-65	-3	-12	-2	-2	-1	-2
Cc1nnc(SCc2ccc(F)cc2)s1
→ 0	-9	-2	-5	-4	5	-1	3	-3	-2
O=C(CCC(=O)c1cccs1)OCc1ccc([N+](=O)[O-])cc1
→ 0	-3	-3	1	2	6	7	3	-1	-3
Cc1ccc(-c2nn(-c3cc(Cl)ccc3[N+](=O)[O-])c(=O)c3ccccc23)cc1
→ 4	8	-2	-1	-4	-5	6	-3	2	0
O=C(O)c1ccc(Br)c(S(=O)(=O)N2CCCC2)c1
→ -5	2	5	5	4	2	5	4	-1	0
N#C/C(=C\c1ccc(O)c(Br)c1)C(=O)N1CCCCC1
→ 6	-11	3	-3	-1	3	-5	-4	2	1
Cc1ccc(NC(=O)OC(C)N2CCCCC2)cc1NC(=O)OC(C)N1CCCCC1 (stereo not given)
→ 12	4	-5	6	-4	-3	0	3	-2	0
COC(=O)[C@]12CCCCC=C1N(Cc1ccccc1)C(=O)[C@H](CC(=O)NCC1CCCCC1)C2
→ 0	2	-4	10	2	x	5	-13	-1	-3
CCCNS(=O)(=O)c1cccc(C(=O)NC2CCCc3ccccc32)c1 (stereo not given)
→ -5	-5	1	-1	0	-12	3	12	-4	-3
Cc1cccc2cc(C#N)c(NCCCn3ccnc3)nc12
→ 0	-12	2	-1	3	-4	3	1	-7	1
CC(C)CC(=O)/C(=C/c1ccc(N(C)C)cc1)n1cncn1
→ -7	-8	3	1	0	6	-3	2	-8	-4
COc1ccc(C(=O)OCC(=O)NC2CC2)cc1[N+](=O)[O-]
→ 0	-3	-3	0	-4	0	-3	2	0	3
CCCn1nc(NS(=O)(=O)c2cccc3nonc23)c2cc3ccccc3nc21
→ 1	-6	5	6	-2	1	-4	-8	32	-3
Cc1oc2ccc(O)cc2c1C(=O)c1ccccc1
→ -2	2	3	-2	1	-3	-4	-1	-1	-1
O=C(NCC(c1cccnc1)N1CCN(c2ccccc2)CC1)C1CCCCC1 (stereo not given)
→ -1	-5	8	3	0	-4	3	3	-5	0
Fc1ccc(-c2ccc(CNCc3ccccn3)o2)cc1
→ -3	15	4	0	5	8	2	-7	-2	3
Brc1ccccc1-n1nnc(-c2nccs2)n1
→ -2	4	2	-5	-1	-8	3	0	-1	-2
CCC(=O)Nc1nnc(S(=O)(=O)N(C)Cc2ccco2)s1
→ -3	-1	2	4	-1	3	-6	-9	1	4
COc1ccc(Br)cc1CNC(=O)Nc1cccs1
→ 1	10	19*	-1	1	-9	2	-6	4	0
CCOc1ccc(NC(=S)NCc2cccnc2)cc1
→ 2	9	4	4	-2	6	0	-3	-3	1
CCn1nc(C(C)C)cc1C(=O)N1CCCC(CO)(Cc2ccc(F)cc2F)C1 (stereo not given)
→ 1	-4	0	1	-1	3	4	4	-9	0
CCOc1ccccc1NS(=O)(=O)c1csc(C(N)=O)c1
→ 4	4	1	3	-1	16	-3	3	-2	3
COc1ccc(C(=O)OCn2nnc3ccccc3c2=O)cc1OC
→ -1	-3	2	-9	-1	0	-2	-3	-2	-1
CCn1c(CCc2ccccc2)nnc1SCC(N)=O
→ 2	-7	5	-3	1	3	10	3	0	0
NC1=NC(c2ccc(Cl)cc2)n2c(nc3ccccc32)N1 (stereo not given)
→ 1	5	6	-1	1	7	8	-1	16	-3
O=C(NCc1ccccc1)c1cncc(Br)c1
→ -5	0	-1	4	-2	5	2	-8	-1	-1
Nc1ncnc(Oc2cccc3cccnc23)c1[N+](=O)[O-]
→ 7	-11	-3	-7	0	40*	-5	0	0	8
O=c1cc(-c2ccccc2)nc(N2CCCCC2)[nH]1
→ 4	6	-6	4	0	7	2	10	-3	-2
COc1ccc(/C=C(\C#N)C(=O)c2c(C)[nH]c3ccccc23)cc1OC
→ 9	-7	-5	-19	-2	-7	3	-3	11	8
Cc1cc(N/N=C/c2ccccc2O)nc(-c2ccccc2O)n1
→ 0	3	4	6	-1	0	-3	5	13	0
COc1ccc(/C=C/c2cc(C(F)(F)F)[nH]c(=O)n2)cc1OC
→ -3	19	0	1	1	x	1	-6	4	-2
COc1ccccc1CNC(=O)CCn1c(=O)oc2ccccc21
→ 1	4	-2	6	-3	-6	2	6	0	2
CCCS(=O)(=O)c1cn2cccc(N)c2c1S(=O)(=O)CCC
→ -7	17	9	16	-1	10	14	-1	16	33*
Cc1cc(=O)oc(C)c1C(=O)NC1CC(C)(C)NC(C)(C)C1
→ -3	8	-4	-3	1	5	0	-1	2	2
Cc1ccc(C)c(-n2c(C)cc(/C=N/NC(=O)c3c(C)nc4cc(C)ccn34)c2C)c1
→ -3	6	5	4	-4	31	5	-2	-2	-1
CCc1ccc2oc(C(=O)NC3CCS(=O)(=O)C3)cc(=O)c2c1 (stereo not given)
→ 0	9	3	5	-2	2	0	-2	0	1
COc1ccc(/C=N/n2c(COc3ccccc3)n[nH]c2=S)cc1OC
→ 1	14	4	-4	-3	8	3	-4	6	6
COc1c2c(cc3oc(=O)ccc13)OC(C)(C)C=C2
→ -2	-9	1	2	-2	-8	6	9	8	4
CC(C)c1cc(C(C)C)n2nc(N)nc2n1
→ -5	0	-4	0	-1	-4	4	0	0	-2

(continued)
The line under a structure holds: MBD2 DNA inh	TDP2 absorb	SIAE inh	ABHD4 inh	LEDGF integ inh	HTRA1 inhibitor	TCR-CD3 inh	GC-B act	rCAG binder	PRMT1 inh
C[C@@H]1CN(S(=O)(=O)C(C)(C)C)[C@H](CCO)/C1=C\CCO
→ 2	-2	0	2	-1	x	-5	2	2	2
O=C(c1ccccc1F)N1CCCc2ccccc21
→ -6	-20	4	0	6	3	-2	0	-4	-1
COCCNC(=O)CN(c1cc(C(F)(F)F)ccc1Cl)S(C)(=O)=O
→ -3	3	0	5	-1	3	5	3	-2	0
COc1ccc(-c2nc(C#N)c(N3CCCCCC3)o2)cc1OC
→ -1	6	10	0	0	1	6	-5	-7	2
CCOC(=O)c1c(NC(=O)CSc2nnnn2C)sc(CC)c1C
→ -5	-10	5	-1	4	-12	0	7	0	-1

5 structures already listed, sorted by count of non-hydrogen atoms, ascending:
The line under a structure holds: MBD2 DNA inh	TDP2 absorb	SIAE inh	ABHD4 inh	LEDGF integ inh	HTRA1 inhibitor	TCR-CD3 inh	GC-B act	rCAG binder	PRMT1 inh
CC(C)c1cc(C(C)C)n2nc(N)nc2n1
→ -5	0	-4	0	-1	-4	4	0	0	-2
COc1c2c(cc3oc(=O)ccc13)OC(C)(C)C=C2
→ -2	-9	1	2	-2	-8	6	9	8	4
C[C@@H]1CN(S(=O)(=O)C(C)(C)C)[C@H](CCO)/C1=C\CCO
→ 2	-2	0	2	-1	x	-5	2	2	2
COc1ccc(-c2nc(C#N)c(N3CCCCCC3)o2)cc1OC
→ -1	6	10	0	0	1	6	-5	-7	2
COc1ccc(/C=N/n2c(COc3ccccc3)n[nH]c2=S)cc1OC
→ 1	14	4	-4	-3	8	3	-4	6	6
